Screening data: PubChem, National Center for Advancing Translational Sciences (NCATS)
Rab9 prom act – activators of Rab9 promoter. Huh7 Rab9 promoter-luciferase reporter, luminescence, 24 h. 2.8% of 320,000 active. Potency, µM (highest dose often 9.22 µM), inactives show at the top dose activation, negative = inhibition, usual class: activators; note: potency is the fitted concentration of half-maximal effect; % of control where 0% means no effect; nearly all actives have a fitted effect of over 60% in size
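Cells were plated at 1500 per well in reduced-serum medium with 10% FBS and left 2 h. Compound in DMSO was then added for 24 h at 37 °C. Reporter signal was read by luminescence after 10 min with luciferase detection reagent.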
KCNH2 3.1 inh – inhibitors of human KCNH2 3.1 potassium channel isoform | 0.95% of 340,000 active | AID 720553 | activity change, % (tested at about 1.8 µM) | U2OS KCNH2 3.1, thallium flux FluxOr; hits give low values;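 active = maximum activity change below -70%; inconclusive = maximum activity change from -70% to -50%; inactive = maximum activity change above -50%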;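 note: thallium influx rate constant from kinetic fluorescence after stimulation buffer; % is set by controls: 0 for no effect and ±100 for the full control effect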
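Steps: virus added to U2OS suspension (4 h, RT, dark); medium with 10% FBS added, cells plated, 37 C overnight; FluxOr/Red40 loading buffer 45 min RT; stimulation buffer, 2 min kinetic read; rate constant normalized.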
ELG1 genotoxic – inducers of genotoxicity in HEK293T ELG1-luciferase cells; Potency, µM (highest dose often 46 µM), inactives show at the top dose activity change, positive = activation, hits mostly activators; AID 504466; 1.3% of 330,000 active; HEK293T ELG1-luciferase reporter, luminescence, 16 h; note: potency is the fitted concentration of half-maximal effect; % of control where 0% means no effect; nearly all actives have a fitted effect of over 60% in size
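HEK293T cells expressing luciferase-tagged ELG1 were treated with compound or DMSO for 16 hr at 37°C. Luciferase activity was then read after 30 min with ONE-Glo at room temperature; rising signal flags genetic stress.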
RORg inh – ROR gamma (mouse) transcription inhibition. P51450. Drosophila S2 Gal4-RORgamma UAS-luciferase reporter, 20 h. Potency, µM (highest dose often 53.6 µM), for inactives: at the top dose activity change, negative = inhibition, actives largely listed as inhibitors. 5.4% of 310,000 active. AID 2551; note: potency is the fitted concentration of half-maximal effect; % is set by controls: 0 for no effect and ±100 for the full control effect; nearly all actives have a fitted effect of over 60% in size
Target sequence (P51450 whole entry, looked up, the tested form may be a part): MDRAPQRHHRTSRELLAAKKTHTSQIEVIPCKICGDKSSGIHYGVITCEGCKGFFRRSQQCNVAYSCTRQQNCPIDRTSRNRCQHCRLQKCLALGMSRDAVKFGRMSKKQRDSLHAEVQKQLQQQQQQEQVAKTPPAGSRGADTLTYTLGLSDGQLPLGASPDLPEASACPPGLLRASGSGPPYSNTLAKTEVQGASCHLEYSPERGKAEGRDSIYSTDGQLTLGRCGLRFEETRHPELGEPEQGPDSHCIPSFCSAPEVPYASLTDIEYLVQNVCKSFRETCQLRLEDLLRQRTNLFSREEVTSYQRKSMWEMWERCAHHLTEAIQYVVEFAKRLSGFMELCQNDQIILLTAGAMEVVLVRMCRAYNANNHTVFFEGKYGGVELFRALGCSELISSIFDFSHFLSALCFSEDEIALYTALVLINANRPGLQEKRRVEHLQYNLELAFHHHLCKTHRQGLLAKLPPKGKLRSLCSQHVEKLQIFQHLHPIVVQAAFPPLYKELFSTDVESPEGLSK
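A Gal4/UAS one-hybrid system in insect cells: metallothionein-promoter Gal4–ROR gamma fusion plus Photinus luciferase reporter. Copper sulfate 700 uM final, 20 hr ambient incubation, luminescent detection after 10 min with reagent.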
Tb PFK inh – blocks T. brucei phosphofructokinase; O15648; 0.17% of 330,000 active; T. brucei PFK, ADP-Glo luminescence; Potency, µM (titrated, usually from 57.5 µM), without a hit: top-dose activity, negative = inhibition, hits mostly inhibitors;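 note: potency is the fitted concentration of half-maximal effect; 0% = uninhibited 1x PFK enzyme wells and -100% = no-enzyme wells; nearly all actives have a fitted effect of over 60% in size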
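Compounds were pin-transferred as a titration series up to 57 uM into substrate buffer (0.5 mM F6P, 0.1 mM ATP, pH 8.0), then 1.25 nM PFK was added and reactions ran 45 min before ADP-Glo detection.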
FLuc modulator – inhibits or activates purified firefly luciferase, miR-21 counter-screen | 6.9% of 360,000 active | purified FLuc, Km substrates, luminescence inhibition | Potency, µM (highest dose often 57.5 µM), inactives show top-dose activity change, negative = inhibition, hits mostly inhibitors | AID 588342 | P08659;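 note: potency is the fitted concentration of half-maximal effect; plate controls were vehicle for no effect and reference inhibitor for full effect; nearly all actives have a fitted effect of over 55% in size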
Target sequence (P08659 whole entry, looked up): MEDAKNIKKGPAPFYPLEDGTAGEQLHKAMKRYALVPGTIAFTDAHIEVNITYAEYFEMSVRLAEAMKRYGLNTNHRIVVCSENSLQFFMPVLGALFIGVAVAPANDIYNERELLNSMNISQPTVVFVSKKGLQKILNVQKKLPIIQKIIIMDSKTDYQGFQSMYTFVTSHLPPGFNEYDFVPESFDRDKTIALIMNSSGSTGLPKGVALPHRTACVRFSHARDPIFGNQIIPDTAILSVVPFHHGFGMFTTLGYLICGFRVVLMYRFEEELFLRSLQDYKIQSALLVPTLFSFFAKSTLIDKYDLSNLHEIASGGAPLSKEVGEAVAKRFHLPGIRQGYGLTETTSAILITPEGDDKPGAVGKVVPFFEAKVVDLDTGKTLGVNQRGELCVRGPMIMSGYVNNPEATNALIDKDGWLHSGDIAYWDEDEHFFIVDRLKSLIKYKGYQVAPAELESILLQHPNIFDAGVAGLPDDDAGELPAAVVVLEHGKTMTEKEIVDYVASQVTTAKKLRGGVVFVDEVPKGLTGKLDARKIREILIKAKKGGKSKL
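Biochemical qHTS of compounds, final roughly 60 µM downward over six points, against 10 nM purified firefly luciferase using Km concentrations of substrates (10 uM D-luciferin, 10 uM ATP) in Tris acetate pH 7.5 buffer; luminescence output.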
uPA generation – inhibitors of cell surface uPA generation. cell surface uPA generation assay, qHTS. Potency, µM (titrated, usually from 38.3 µM), for the others: at the highest dose activity change, negative = inhibition, usual class: inhibitors. 0.31% of 330,000 active. AID 540303; active = well fitted inhibition curve with a large enough effect; inconclusive = small, poorly fitted or top-dose-only effect; inactive = no such curve, though single readings can be large or run the other way; tested in mouse RAW 264.7 cells; note: potency is the fitted concentration of half-maximal effect; % is set by controls: 0 for no effect and ±100 for the full control effect; nearly all actives have a fitted effect of over 55% in size
Giardia killer – kills Giardia lamblia | activity change, % at 7.66 µM, hits read low | Giardia lamblia trophozoite viability | 0.15% of 340,000 active | AID 540267; in the data active = activity change below about -80%; inconclusive = between about -30% and that limit;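 note: parasites exposed to compound for two days anaerobically before the ATP read; % is set by controls: 0 for no effect and ±100 for the full control effect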
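Trophozoite viability was measured as ATP-dependent luminescence, read 15-30 min after reagent addition. Before that, parasites at 100 cells/well were exposed to compounds for 48 h, anaerobically, at 37 deg C.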
FBPA coupling cs – coupling enzyme interference in Giardia aldolase counter-screen; coupling enzyme system counterscreen, AmpLite Red fluorescence; activity change, negative = inhibition, % at 58.2 µM, hits read low; 0.67% of 290,000 active; in the data active = activity change below about -30%; note: % is set by controls: 0 for no effect and ±100 for the full control effect
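Final compound at 57.5 uM, incubated 10 min at RT with coupling enzyme reagent (glyceraldehyde-3-phosphate), then 20 min with substrate and AmpLite Red detection. Fluorescence read at 525/598 nm; tests interference with the coupling assay, not aldolase inhibition.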
NPC1 promoter act – NPC1 promoter activation; 2.4% of 320,000 active; Potency, µM (top dose mostly 9.22 µM), for inactives: top-dose activation, most hits filed as activators; Huh7 NPC1 promoter luciferase reporter, 24 h; AID 485313;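 note: potency is the fitted concentration of half-maximal effect; % of control where 0% means no effect; nearly all actives have a fitted effect of over 60% in size; reporter is driven by a mutant NPC1 promoter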
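Cells: Huh7 expressing luciferase under the NPC1 promoter, 1500/well. Seeded 2 h, compound added, incubated 24 h at 37 °C. Luciferase reagent, 10 min ambient, then luminescence.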
Gal4-VP16 FLuc – inhibits Gal4-VP16 luciferase reporter, ROR gamma counter-screen | 3.5% of 310,000 active | Drosophila S2 Gal4-VP16 UAS-luciferase, luminescence, 20 h | AID 2546 | Potency, µM (top dose mostly 53.6 µM), without a hit: at the highest dose activity, negative = inhibition, usual class: inhibitors;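 note: Gal4-VP16 expression switched on by copper sulfate through the metallothionein promoter; potency is the fitted concentration of half-maximal effect; % is set by controls: 0 for no effect and ±100 for the full control effect; nearly all actives have a fitted effect of over 50% in size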
* marks the source's active call; other numbers are inactive results; & = joins results of further samples; [ ] = remark or other dose. Unless noted, calls come from the whole dose curve; as a rule, active = well fitted curve in the direction sought with a large enough effect; inconclusive = small, poorly fitted or top-dose-only effect, or another doubt; inactive = no such curve, though single readings can be large; an effect the other way counts as inactive or inconclusive.

What do the screens show for `CC(=O)Oc1ccc(C(=O)[C@H]2[C@H]3C(=O)N(c4ccccc4)C(=O)[C@H]3[C@@H]3C=CC=NN32)cc1`?
Rab9 prom act: 1%; KCNH2 3.1 inh: -2; ELG1 genotoxic: 1%; RORg inh: inconclusive; Tb PFK inh: inconclusive; FLuc modulator: 2%; uPA generation: 7%; Giardia killer: 2; FBPA coupling cs: -41*; NPC1 promoter act: -3%; Gal4-VP16 FLuc: inconclusive

What do the screens show for `CC(C)(C)c1ccc(-c2nnc(SC3CCOC3=O)n2Cc2ccccc2)cc1` (stereo not given)?
Rab9 prom act: 0%; KCNH2 3.1 inh: 1; ELG1 genotoxic: 2%; RORg inh: 16µM*; Tb PFK inh: -4%; FLuc modulator: -3%; uPA generation: 10%; Giardia killer: 14; FBPA coupling cs: 1; NPC1 promoter act: 0%; Gal4-VP16 FLuc: inconclusive

Results for COCCN(C(=O)COC(=O)C(c1ccccc1)c1ccccc1)c1c(N)n(Cc2ccccc2)c(=O)[nH]c1=O ?
Rab9 prom act: -4%; KCNH2 3.1 inh: 0; ELG1 genotoxic: 1%; Tb PFK inh: 11%; FLuc modulator: 4%; uPA generation: -1%; Giardia killer: 0; NPC1 promoter act: -3%

Results for O=C(Nc1ccccc1-c1nc2ccccc2s1)c1ccc(Br)o1 ?
Rab9 prom act: 0%; KCNH2 3.1 inh: 4; ELG1 genotoxic: -1%; RORg inh: -30%; Tb PFK inh: -3%; FLuc modulator: 3%; Giardia killer: 7; FBPA coupling cs: 2; NPC1 promoter act: 0%; Gal4-VP16 FLuc: 9%

Results for Cc1cc(C)cc(NC(=O)C[n+]2ccccc2)c1 ?
Rab9 prom act: 6%; KCNH2 3.1 inh: 9; ELG1 genotoxic: -1%; RORg inh: 5%; Tb PFK inh: -2%; FLuc modulator: 1%; uPA generation: 1%; Giardia killer: 2; FBPA coupling cs: 0; NPC1 promoter act: 4%; Gal4-VP16 FLuc: -2%

What do the screens show for `CC1(C)C2CCC(C2)C1(C)NC(=O)CNCc1cccs1` (stereo not given)?
Rab9 prom act: 2%; KCNH2 3.1 inh: 14; ELG1 genotoxic: -6%; RORg inh: 14%; Tb PFK inh: 3%; FLuc modulator: -3%; uPA generation: -12%; Giardia killer: -19; FBPA coupling cs: 2; NPC1 promoter act: -4%; Gal4-VP16 FLuc: 5%

How did N/C(=N\OC(=O)CCCOc1ccccc1)c1ccc(Br)cc1 do in these assays?
Rab9 prom act: 4%; KCNH2 3.1 inh: -17; ELG1 genotoxic: 2%; RORg inh: 2%; Tb PFK inh: 2%; FLuc modulator: -1%; uPA generation: -5%; Giardia killer: 3; FBPA coupling cs: 0; NPC1 promoter act: -1%; Gal4-VP16 FLuc: 1%

What do the screens show for `Cc1ccccc1OCC(=O)OC1CCN(C)CC1`?
Rab9 prom act: -9%; KCNH2 3.1 inh: -1; ELG1 genotoxic: -3%; RORg inh: 22%; Tb PFK inh: -3%; FLuc modulator: -2%; uPA generation: -5%; Giardia killer: inconclusive; NPC1 promoter act: 5%; Gal4-VP16 FLuc: -8%

How did COc1cccc(NC(=O)c2ccccc2-c2nc(-c3ccc(F)cc3)no2)c1 do in these assays?
Rab9 prom act: -4%; KCNH2 3.1 inh: -11; ELG1 genotoxic: -15%; RORg inh: -1%; Tb PFK inh: -6%; FLuc modulator: inconclusive; uPA generation: -3%; Giardia killer: 4; FBPA coupling cs: -9; NPC1 promoter act: 4%; Gal4-VP16 FLuc: -4%

How did COc1ccc(C2CC(=O)Oc3c(C(CCN4CCCCC4)c4ccc(N(C)C)cc4)c(OC)cc(OC)c32)cc1 (stereo not given) do in these assays?
Rab9 prom act: 2%; KCNH2 3.1 inh: -7; ELG1 genotoxic: 6%; RORg inh: -1%&-12%; Tb PFK inh: 11%; FLuc modulator: 2%; uPA generation: -17%; Giardia killer: 2&-5; FBPA coupling cs: 2&1; NPC1 promoter act: -1%; Gal4-VP16 FLuc: -6%&-6%

Results for CC(=O)c1ccc(N2CCN(CN3C(=O)CC4(CCCC4)C3=O)CC2)c(F)c1 ?
Rab9 prom act: -5%; KCNH2 3.1 inh: -16; ELG1 genotoxic: 1%; RORg inh: -10%; Tb PFK inh: -3%; FLuc modulator: 3%; uPA generation: -5%; Giardia killer: 0; FBPA coupling cs: 1; NPC1 promoter act: -1%; Gal4-VP16 FLuc: 0%

How did COc1ccc(NC(=O)c2cc(Cl)ccc2Cl)c([N+](=O)[O-])c1 do in these assays?
Rab9 prom act: -4%; KCNH2 3.1 inh: -2; ELG1 genotoxic: 4%; RORg inh: -6%; Tb PFK inh: 4%; FLuc modulator: 1%; uPA generation: 2%; Giardia killer: 13; FBPA coupling cs: 4; NPC1 promoter act: 1%; Gal4-VP16 FLuc: -5%

How did O=C(O)C1CC=CCC1C(=O)NCCCCc1ccccc1 (stereo not given) do in these assays?
Rab9 prom act: -3%; KCNH2 3.1 inh: 1; ELG1 genotoxic: 3%; RORg inh: -18%; Tb PFK inh: -7%; FLuc modulator: -2%; uPA generation: 0%; Giardia killer: -9; FBPA coupling cs: 6; NPC1 promoter act: -3%; Gal4-VP16 FLuc: 5%

What do the screens show for `Nc1c(C(=O)NCc2ccccc2)nnn1Cc1cccc(Cl)c1`?
Rab9 prom act: -13%; KCNH2 3.1 inh: -3; ELG1 genotoxic: -2%; RORg inh: 8%; Tb PFK inh: -15%; FLuc modulator: 1%; uPA generation: 11µM*; Giardia killer: inconclusive; FBPA coupling cs: 4; NPC1 promoter act: -23%; Gal4-VP16 FLuc: 7%

How did O=[N+]([O-])c1ccc(-n2nnnc2-c2ccccc2)c([N+](=O)[O-])c1 do in these assays?
Rab9 prom act: 0%; KCNH2 3.1 inh: -3; ELG1 genotoxic: -17%; RORg inh: 4µM*; Tb PFK inh: 1%; FLuc modulator: 4%; uPA generation: -15%; Giardia killer: -11; FBPA coupling cs: -24; NPC1 promoter act: 0%; Gal4-VP16 FLuc: 5.6µM*

What do the screens show for `CCCC(NS(=O)(=O)c1ccc(Br)cc1)C(=O)O` (stereo not given)?
Rab9 prom act: 2%; KCNH2 3.1 inh: -2; ELG1 genotoxic: 3%; RORg inh: -11%; Tb PFK inh: -5%; FLuc modulator: 5%; uPA generation: 5%; Giardia killer: -12; FBPA coupling cs: 3; NPC1 promoter act: -1%; Gal4-VP16 FLuc: -3%

How did COc1ccc(C(C)(C)C)cc1NC(=O)CCCN1C(=O)NC(C)(C)C1=O do in these assays?
Rab9 prom act: 2%; KCNH2 3.1 inh: -15; ELG1 genotoxic: 1%; Tb PFK inh: -6%; FLuc modulator: 0%; uPA generation: 13%; Giardia killer: -10; NPC1 promoter act: 0%

How did CC(=O)Nc1ccc(OCC(O)CN2CCN(c3ccc(F)cc3)CC2)cc1 (stereo not given) do in these assays?
Rab9 prom act: 4%; KCNH2 3.1 inh: -26; ELG1 genotoxic: 1%; RORg inh: 0%[1.91 µM]; Tb PFK inh: 2%; FLuc modulator: -1%; uPA generation: 0%; Giardia killer: -11; FBPA coupling cs: 3; NPC1 promoter act: -4%; Gal4-VP16 FLuc: 8%

How did O=C(COC(=O)c1ccc(F)cc1Cl)NC(=O)NC1CCCC1 do in these assays?
Rab9 prom act: 0%; KCNH2 3.1 inh: 1; ELG1 genotoxic: -1%; Tb PFK inh: 0%; FLuc modulator: 0%; uPA generation: 14%; Giardia killer: 5; NPC1 promoter act: 0%

How did CCOC(=O)CN(C)C(=O)CCc1nnc(-c2ccsc2)o1 do in these assays?
Rab9 prom act: -2%; KCNH2 3.1 inh: -3; ELG1 genotoxic: -1%; RORg inh: 14µM*; Tb PFK inh: -1%; FLuc modulator: -9%; uPA generation: 3%; Giardia killer: -4; FBPA coupling cs: 7; NPC1 promoter act: 0%; Gal4-VP16 FLuc: inconclusive

How did c1nc(N2CCOCC2)c2c3c(sc2n1)CCCC3 do in these assays?
Rab9 prom act: 0%; KCNH2 3.1 inh: -6; ELG1 genotoxic: -29%; RORg inh: -20%[0.365 µM]; Tb PFK inh: 3%; FLuc modulator: 0%; uPA generation: -2%; Giardia killer: 2; FBPA coupling cs: 2; NPC1 promoter act: -8%

What do the screens show for `NNC(=S)NC1CCCCC1`?
Rab9 prom act: -3%; KCNH2 3.1 inh: -25; ELG1 genotoxic: 0%; RORg inh: 2.8µM*; Tb PFK inh: -1%; FLuc modulator: 5%; Giardia killer: -6; FBPA coupling cs: 0; NPC1 promoter act: 0%; Gal4-VP16 FLuc: 7.1µM*

How did Cc1ccc(NC(=O)C(=O)NCc2ccc(/C=N/NC(=O)c3c(C)nc4cc(C)ccn34)o2)cc1 do in these assays?
Rab9 prom act: 10%; ELG1 genotoxic: 3%; RORg inh: -23%; Tb PFK inh: 12%; FLuc modulator: 2.1µM*; FBPA coupling cs: 5; NPC1 promoter act: 2%; Gal4-VP16 FLuc: inconclusive

Hits appear at their usual frequency. Share with any hit: about 14%.
